MEP2-GFP yeast: yeast TOR pathway MEP2-GFP modulation | AID 2016 | GFP response vs DMSO, % at 10 µM | 330,000 tested, 0.51% active | S. cerevisiae MEP2-GFP strain, flow cytometry GFP, 3 h; 100% = DMSO control level;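 active = GFP response versus DMSO above a set limit, roughly screen mean plus 3 SD, cut at about 180% in these data; inconclusive = fewer than 70 cells counted for a yeast strain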;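 also: median GFP fluorescence of the barcode-gated MEP2-GFP cells per well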
procasp3 activ: procaspase-3 (human) activation. AID 463141. P42574. 330,000 tested, 0.11% active. recombinant procaspase-3 D3A, Ac-DEVD-pNA absorbance 405 nm. activation, % at 8.5 µM;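 active = activation above the mean of all tested compounds plus 3 SD, cut at about 21% in these data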;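 also: 0% = DMSO alone and 100% = DMSO wells spiked with extra 5 µM PC-3 D3A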
Target sequence (P42574 whole entry D9A/D28A/D175A): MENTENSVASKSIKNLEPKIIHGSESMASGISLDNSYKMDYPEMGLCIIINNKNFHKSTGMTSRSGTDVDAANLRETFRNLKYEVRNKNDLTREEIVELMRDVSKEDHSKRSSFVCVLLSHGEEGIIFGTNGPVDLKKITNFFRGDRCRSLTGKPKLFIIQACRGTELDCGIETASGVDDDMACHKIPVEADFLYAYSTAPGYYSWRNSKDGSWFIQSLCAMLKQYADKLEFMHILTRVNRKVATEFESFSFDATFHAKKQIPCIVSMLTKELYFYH
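Assay system – Procaspase-3 D3A mutant · Benchmarks – DMSO low control, extra-enzyme high control · Technique – 405 nm absorbance of p-nitroaniline, reads at 0 and 120 min · Doses – 8.5 µM nominal · Measure – % activation between DMSO and enzyme-spiked controls · Also added – Ac-DEVD-pNA chromogenic peptide substrate · Schedule – 1 h compound preincubation, 2 h substrate hydrolysis at 25 °C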
AGP1-GFP MLPCN: alters AGP1-GFP fluorescence in TOR pathway yeast screen | S. cerevisiae AGP1-GFP multiplex flow cytometry, 3 h; GFP as percent of DMSO wells | GFP response vs DMSO, % at 10 µM | 320,000 tested, 0.02% active | AID 2066;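 active = GFP response relative to DMSO above a set limit, near screen average plus 3 SD, cut at about 150% in these data; inconclusive = fewer than 70 cells counted for the yeast strain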;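 also: median GFP channel fluorescence of the gated AGP1 strain per well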
AHR activator: activators of human aryl hydrocarbon receptor | P35869 | AHR-responsive luciferase reporter cells, luminescence | activation, % at 5 µM | 320,000 tested, 2.5% active | AID 2796; in the data active = activation above about 47%;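 also: 0% = vehicle wells and 100% = reference agonist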
proCasp7 act: counter-screen for procaspase-3 activators: activators of human procaspase-7. P55210. recombinant procaspase-7, Ac-DEVD-pNA absorbance 405 nm; D23A/D198A/D206A triple mutant, cannot self-cleave; scale: DMSO 0, 5 µM enzyme 100. activation, % at 8.5 µM. 330,000 tested, 0.093% active;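 active = percent activation above the screen-wide mean plus 3 SD, cut at about 25% in these data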
Target sequence (P55210 whole entry D23A/D198A/D206A): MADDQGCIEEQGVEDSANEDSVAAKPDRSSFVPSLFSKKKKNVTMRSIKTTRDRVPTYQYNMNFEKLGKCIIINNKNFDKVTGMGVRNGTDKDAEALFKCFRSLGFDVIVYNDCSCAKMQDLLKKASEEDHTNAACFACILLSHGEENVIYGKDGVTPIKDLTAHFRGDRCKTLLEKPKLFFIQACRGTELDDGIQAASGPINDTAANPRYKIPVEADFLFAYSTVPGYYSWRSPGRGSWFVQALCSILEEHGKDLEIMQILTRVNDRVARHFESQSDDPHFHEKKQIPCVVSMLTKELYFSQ
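Test system: Procaspase-7 triple mutant (PC-7 D3A). Also added: Ac-DEVD-pNA substrate, 400 µM as added. Schedule: 1 h enzyme–compound preincubation and 2 h substrate reaction, both 25 °C. Signal: p-Nitroaniline absorbance at 405 nm, read at 0 and 120 min. Control set: low DMSO alone, high DMSO plus 5 µM PC-7.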
RPL19A TOR yeast: alters RPL19A-GFP fluorescence in TOR pathway yeast screen | percent response vs DMSO, % at 10 µM | S. cerevisiae RPL19A-GFP strain, flow cytometry, 3 h; hits give low values | 330,000 tested, 0.3% active;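 active = percent response vs DMSO below 50%; inconclusive = fewer than 70 events counted for the yeast strain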;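 also: median channel GFP fluorescence of the barcoded RPL19A-GFP strain; ratio of sample median GFP to plate DMSO average so 100% = DMSO; lower means less RPL19A-GFP as with rapamycin TOR inhibition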
CIT2-GFP yeast: modulators of TOR pathway CIT2-GFP in S. cerevisiae. S. cerevisiae CIT2-GFP strain, flow cytometry, 3 h; 100 means same as DMSO wells. GFP response vs DMSO, % at 10 µM. 320,000 tested, 0.065% active. AID 2029;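 active = GFP response relative to DMSO above a set limit, near the screen mean plus 3 SD, cut at about 150% in these data; inconclusive = Fewer than 70 cells measured for a yeast strain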;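 also: ratio of well median GFP fluorescence to mean of DMSO wells on the plate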
LAP4 TOR yeast: modulators of TOR pathway LAP4-GFP in S. cerevisiae; S. cerevisiae LAP4-GFP multiplex, flow cytometry GFP, 3 h; median GFP as percent of DMSO wells; GFP response vs DMSO, % at 10 µM; 320,000 tested, 0.34% active;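 active = GFP response vs DMSO above a set limit, about the screen mean plus 3 SD, cut at about 150% in these data; inconclusive = under 70 cell events counted for the yeast strain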
Starred values were filed as active, the others as inactive; u = inconclusive; x = not tested or not shown; [ ] = remark or other dose.

| SMILES | MEP2-GFP yeast | procasp3 activ | AGP1-GFP MLPCN | AHR activator | proCasp7 act | RPL19A TOR yeast | CIT2-GFP yeast | LAP4 TOR yeast |
| --- | --- | --- | --- | --- | --- | --- | --- | --- |
| Nc1nc(-c2ccco2)nn1S(=O)(=O)c1ccc(Cl)cc1 | 109 | 5 | 117 | 1 | 13 | 102 | 123 | 106 |
| O=C(c1ccccc1Cl)N(Cc1ccc(Br)cc1)N1C(=O)CCCC1=O | 101 | -3 | 100 | -2 | -5 | 99 | 98 | 103 |
| O=C(Nc1cc(=O)[nH]c(=O)[nH]1)c1cc(Cl)ccc1Cl | 103 | 4 | 106 | 1 | 1 | 107 | 105 | 102 |
| CCOc1ccc(C2N(c3cc(Cl)ccc3OC)C(=O)C3CCCN32)cc1OC (configuration not stated) | 101 | 4 | 102 | 7 | -11 | 104 | 97 | 97 |
| O=S(=O)(Nc1ncnc2sc3c(c12)CCC3)c1ccc(Cl)s1 | 93 | 8 | 83 | 48* | 2 | 97 | 83 | 93 |
| Cc1ccc(C(=O)OCC(=O)Nc2c(C)n(C)n(-c3ccccc3)c2=O)cc1[N+](=O)[O-] | 94 | 2 | 102 | -1 | -2 | 92 | 91 | 108 |
| CS(=O)(=O)N(CC(=O)NCCSCc1ccccc1)c1ccc2c(c1)OCO2 | 95 | -2 | 96 | -1 | 4 | 98 | 91 | 92 |
| Cc1c(Cl)c(C(=O)NNC(=S)Nc2ccccc2)nn1C | 102 | -9 | 105 | 22 | -5 | 101 | 100 | 99 |
| Cc1cccc(C(=O)N2CCCN(C(=O)c3cccc(C)c3)CC2)c1 | 96 | -4 | 96 | -2 | -1 | 97 | 94 | 95 |
| O=C(NCc1nnc2c(C(F)(F)F)cc(Cl)cn12)c1cccs1 | 102 | 1 | 92 | 10 | 6 | 96 | 98 | 90 |
| O=C(CCCc1ccccc1)N1CCN(c2ccc([N+](=O)[O-])cc2)CC1 | 121 | -24 | 98 | 2 | -21 | x | 95 | 106 |
| COc1ccc(CCN2CC(C(=O)NCCc3cnn(C)c3)CCC2=O)cc1 (configuration not stated) | 93 | 11 | 92 | -1 | -2 | 93 | 91 | 94 |

Printed as active in AHR activator, among the entries above:
| mol | MEP2-GFP yeast | procasp3 activ | AGP1-GFP MLPCN | AHR activator | RPL19A TOR yeast | CIT2-GFP yeast | LAP4 TOR yeast |
| --- | --- | --- | --- | --- | --- | --- | --- |
| O=S(=O)(Nc1ncnc2sc3c(c12)CCC3)c1ccc(Cl)s1 | 93 | 8 | 83 | 48* | 97 | 83 | 93 |

Continuation:
| SMILES | MEP2-GFP yeast | procasp3 activ | AGP1-GFP MLPCN | AHR activator | proCasp7 act | RPL19A TOR yeast | CIT2-GFP yeast | LAP4 TOR yeast |
| --- | --- | --- | --- | --- | --- | --- | --- | --- |
| c1ccc2c(c1)OCC(c1nn3cnnc3s1)O2 (configuration not stated) | 98 | 16 | 96 | 8 | 4 | 103 | 110 | 97 |
| CCc1cc(C(c2cccc(OC)c2)N2CCOCC2)c(NC(=O)c2ccccc2)s1 (configuration not stated) | 98 | 3 | 101 | 2 | -6 | 102 | 88 | 100 |
| COc1cc(NC(=O)C2CCN(S(=O)(=O)c3ccc4c(c3)CC(C)N4C(C)=O)CC2)cc(OC)c1OC (configuration not stated) | 101 | 8 | 90 | 5 | 3 | 91 | 94 | 88 |
| COC(=O)CC1(C(=O)OC)Oc2ccccc2C(=O)N1c1ccc(F)cc1F (configuration not stated) | 97 | 0 | 114 | 23 | -1 | 105 | 99 | 108 |
| COc1ccc(Cl)cc1NC(=O)C/C(C)=N/NC(=O)CC#N | 96 | -4 | 98 | 72* | 5 | 100 | 89 | 98 |
| COc1ccc(NC(=O)c2ccco2)cc1NC(=O)c1ccccc1[N+](=O)[O-] | 107 | 9 | 102 | 2 | -6 | 101 | x | 101 |
| COc1cccc(CSc2nnnn2-c2ccc(O)cc2)c1 | 97 | -2 | 95 | 3 | 6 | 93 | 92 | 100 |
| O=C(CNC(c1ccccc1)c1ccccc1)Nc1ccc(F)cc1 | 106 | 7 | 106 | 1 | -8 | 105 | 109 | 97 |
| CCOC(=O)c1ccc(N2C(=O)C(CC(=O)NC)N(CCc3ccc(OC)c(OC)c3)C2=S)cc1 (configuration not stated) | 106 | -8 | 107 | 0 | -13 | 97 | 107 | 104 |
| N#Cc1cnn2cc(CCN3CCOCC3)c(-c3ccc(F)cc3)nc12 | 102 | 8 | 104 | -1 | 11 | 98 | 103 | 95 |
| CSc1ncccc1C(=O)OCC(=O)c1cc(C)n(C)c1C | 108 | 3 | 103 | 0 | -12 | 110 | 103 | 113 |
| CCCCOc1ccc(C(=O)NNC(=O)C2C3C=CC(C3)C2C(=O)O)cc1 (configuration not stated) | 102 | 8 | 101 | 1 | 6 | 108 | 103 | 102 |
| COc1ccc(CSC(=N)N)cc1[N+](=O)[O-] | 101 | 18 | 101 | 1 | -1 | 97 | 98 | 95 |
| COc1ccc(OC)c(NC(=O)CSc2nc(N)c(-c3ccccc3)c(=O)[nH]2)c1 | 89 | 5 | 100 | 0 | -5 | 95 | 106 | 98 |
| CCCOc1ccccc1NC(=O)c1ccc(N)cc1 | 103 | 3 | 105 | 101* | -8 | 100 | 99 | 103 |
| CC1(C)CC(=O)C2=C(C1)N=C1SCCC(=O)N1C2c1ccccc1 (configuration not stated) | 104 | -7 | 105 | 0 | -5 | 99 | 98 | 99 |
| CCSC1=NCCN1S(=O)(=O)c1ccc(NC(C)=O)cc1 | 100 | 2 | 96 | 7 | -1 | 100 | 99 | 99 |
| O=C(NC[C@H]1CCCO1)c1cccc2c1C(=O)c1ccc(-c3ccc(F)cc3OCc3ccccc3)cc1S2(=O)=O | 94 | 6 | 95 | -1 | 6 | 97 | 101 | 99 |
| O=C(NCCc1ccccc1)C1CCC(=O)N(Cc2cccc(C(F)(F)F)c2)C1 (configuration not stated) | 96 | x | 92 | x | x | 105 | 108 | 69 |
| CCN(Cc1ccccc1)C(=O)CC1Oc2ccccc2NC1=O (configuration not stated) | 107 | -1 | 103 | 4 | 3 | 100 | 96 | 100 |
| CC(NC(=O)COC(=O)c1ccccc1O)C1CC2CCC1C2 (configuration not stated) | 98 | 1 | 93 | 0 | -15 | 93 | 87 | 95 |
| O=S(=O)(Nc1cc(S(=O)(=O)N2CCOCC2)ccc1N1CCOCC1)c1ccc2c(c1)OCCO2 | 69 | 4 | 84 | -1 | 11 | 95 | 99 | 106 |
| C[C@@H](C(=O)N[C@@H](Cc1ccccc1)C(=O)O)n1nnc2ccccc2c1=O | 105 | -2 | 95 | 0 | 2 | 107 | 106 | 100 |
| O=C(NCCSc1ccccc1)c1cccnc1 | 104 | 11 | 107 | 4 | 5 | 100 | 103 | 103 |
| COc1ccc(N=C2C(=O)N3c4c(cccc42)C(C)=CC3(C)C)cc1 | 96 | -1 | 92 | 4 | 8 | 100 | 94 | 96 |
| COc1ccc(S(=O)(=O)N2CCC(C(=O)NCCC(=O)NCc3cccc(OC)c3)CC2)cc1 | 98 | 1 | 112 | 0 | 2 | 99 | 101 | 110 |
| Cc1nc(NC(=O)COc2ccccc2)sc1C(=O)Nc1ccccc1 | 101 | 6 | 99 | 66* | 1 | 101 | 101 | 92 |
| O=C(NCc1ccccc1Cl)c1cccc(NC2=NC3CS(=O)(=O)CC3S2)c1 (configuration not stated) | 105 | -3 | 111 | -2 | 12 | 112 | 121 | 107 |
| O=C(N/N=C/c1cc2c(cc1Br)OCO2)c1cccnc1 | 90[may fluoresce violet] | 2 | 22[may fluoresce violet] | 48* | -1 | 56[may fluoresce violet] | u | 125[may fluoresce violet] |
| CCOC(=O)Cc1csc(NC(=O)NC2(C(F)(F)F)Oc3ccccc3O2)n1 | 104 | -11 | 101 | 1 | -1 | 97 | 106 | 95 |
| Cc1ccccc1Cn1nc(C)c(NC(=O)c2noc3c2CCc2ccccc2-3)c1C | 93 | 3 | 96 | -9 | 1 | 97 | 94 | 97 |
| COc1ccc(N2CCN(C(=O)CN(C3CCCCC3)S(C)(=O)=O)CC2)cc1 | 99 | 0 | 107 | 0 | 4 | 106 | 96 | 95 |
| CC1=NNC(=O)C1CC(=O)N/N=C(\C)c1cccs1 (configuration not stated) | 98 | 2 | 104 | 1 | 4 | 100 | 100 | 100 |
| CCCOc1cccc(C(=O)N(Cc2cccs2)C2CCS(=O)(=O)C2)c1 (configuration not stated) | 99 | -1 | 98 | 1 | 16 | 96 | 96 | 100 |
| CN1CCN(c2ccc(S(=O)(=O)N3CCCCC3)cn2)CC1 | 208*[may fluoresce violet] | -4 | x | 3 | -6 | 56[may fluoresce violet] | u | 87[may fluoresce violet] |
| O=C(O)CSc1nc(SCc2ccccc2Cl)nc2c1CCCC2 | 96 | 7 | 80 | 2 | -1 | 92 | 78 | 124 |
| CCC1=Nc2cc(C(=O)NCc3cccnc3)ccc2Sc2ccc(C)cc21 | 226*[may fluoresce violet] | 1 | 20[may fluoresce violet] | 2 | 2 | 48*[may fluoresce violet] | u | 100[may fluoresce violet] |
| Oc1ccccc1OCc1nc2ccccc2s1 | 179*[may fluoresce violet] | 2 | u | -8 | 3 | 57[may fluoresce violet] | u | 111[may fluoresce violet] |
| O=C(CNC(=O)c1cccc(N2C(=O)c3ccccc3C2=O)c1)Nc1ccc(F)c(F)c1 | 104 | -3 | 99 | -1 | 6 | 97 | 92 | 96 |
| O=C(Nc1ccc(-c2nc3cc(Cl)ccc3c(=O)o2)cc1)c1ccco1 | 105 | 9 | 98 | 0 | -11 | 102 | 103 | 103 |
| CC1(C)Cc2nc3sc(C(=O)NCCCO)c(N)c3cc2CO1 | 91 | -9 | 101 | 2 | -10 | 92 | 92 | 90 |
| O=C(CN1C(=O)CCOc2ccccc21)Nc1ccc(Cl)c(S(=O)(=O)N2CCOCC2)c1 | 97 | 4 | 96 | -1 | 2 | 98 | 87 | 105 |
| O=C1c2ccccc2S(=O)(=O)c2cc(N3CCN(c4ccccc4)CC3)ccc21 | 103 | 12 | 100 | 2 | 1 | 92 | 92 | 91 |
| CCOC(=O)CNC(=O)CSc1nc(N)cc(N)n1 | 101 | -3 | 97 | 4 | -5 | 99 | 95 | 97 |
| O=C(CSc1n[nH]c(-c2ccco2)n1)Nc1ccc(Br)cc1 | 103 | 3 | 107 | -1 | 5 | 107 | 109 | 104 |
| CCOC(=O)c1[nH]cnc1C(=O)Nc1ccc(F)cc1 | 97 | -1 | 87 | 5 | 4 | 98 | 90 | 88 |
| O=C(COc1cc(F)ccc1[N+](=O)[O-])Nc1cccc(S(=O)(=O)NC2=NCCC2)c1 | 99 | 4 | 103 | 3 | 0 | 104 | 102 | 105 |
| CCC(OC(=O)c1cccs1)C(=O)NCc1ccc2c(c1)OCO2 (configuration not stated) | 106 | 1 | 107 | 1 | -4 | 104 | 98 | 98 |
| COc1ccc(Cc2nc3ccc(C(=O)N(C)CCn4ccnc4)cc3o2)cc1OC | 102 | 11 | 97 | 3 | -1 | 99 | 99 | 91 |
| N#CCSc1nc(-c2ccccc2)c2cc(Cl)ccc2n1 | 100 | -13 | 87 | -1 | -2 | 103 | 93 | 91 |
| COc1ccccc1NC(=O)c1ccc2c(c1)N(CC(=O)NC(C)C)C(=O)C(C)(C)O2 | 93 | 10 | 92 | 0 | 8 | 99 | 91 | 81 |
